D2 agonist = activates the human D2 dopamine receptor | P14416 | HEK293 T-REx D2 cells, calcium flux agonist mode | activation, % at 2 µM | 0.53% of 340,000 active;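 active means activation over 3 SD above normal in the single-dose calcium agonist read, cut at about 30% in these data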; further: 0% is about no effect
Target sequence (P14416 whole entry, looked up): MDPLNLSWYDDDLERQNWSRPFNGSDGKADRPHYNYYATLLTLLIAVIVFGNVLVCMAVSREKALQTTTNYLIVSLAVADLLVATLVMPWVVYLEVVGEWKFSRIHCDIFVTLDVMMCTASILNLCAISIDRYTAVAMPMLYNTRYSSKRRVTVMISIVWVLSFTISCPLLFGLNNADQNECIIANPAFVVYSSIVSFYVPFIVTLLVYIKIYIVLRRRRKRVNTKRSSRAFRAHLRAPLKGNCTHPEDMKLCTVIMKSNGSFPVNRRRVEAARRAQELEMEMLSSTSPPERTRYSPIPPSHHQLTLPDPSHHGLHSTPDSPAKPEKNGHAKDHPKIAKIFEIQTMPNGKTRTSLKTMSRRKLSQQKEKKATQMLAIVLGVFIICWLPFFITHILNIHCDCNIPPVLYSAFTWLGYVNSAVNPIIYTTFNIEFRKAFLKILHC
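In this primary screen, compounds producing a positive calcium signal within 180 s of addition to tetracycline-induced, force-coupled HEK293 Trex D2 cells are flagged; cells are dye-loaded with a no-wash calcium kit beforehand.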
D1 antagonist = blocks dopamine activation of the human D1 receptor; P21728; HEK293 TREx D1 cells, calcium flux, dopamine EC80; hits give low values; activity change, negative = inhibition, % at 10 µM; 3.2% of 360,000 active; AID 504652; in the data active means activity change below about -30%; further: on the % scale 0 is the no-effect control and ±100 the full control effect
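Using tetracycline-induced force-coupled D1 Hek293 cells and a calcium dye, signals were followed for 180 s after compound, then for 180 s after EC80 dopamine, to detect inhibitors.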
D1 PAM = enhances dopamine response at the human D1 receptor. HEK293 TREx D1 cells, calcium flux, dopamine EC20 potentiation. potentiation, % at 10 µM. 0.036% of 360,000 active. AID 504651; in the data active means potentiation above about 30%; further: 0% is about no effect
D2 potentiator = positively modulates the human D2 dopamine receptor allosterically; HEK293 T-REx D2, calcium flux, EC20 dopamine potentiation; potentiation, % at 10 µM; 0.34% of 340,000 active; AID 485347;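 active means potentiation over 3 SD above the plate norm, cut at about 30% in these data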; further: 0% is about no effect
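Calcium flux readout, no-wash dye, 1 read/s. Inducible HEK293 Trex D2 line, overnight 30 C. Compound alone 180 s (agonist flags), then EC20 dopamine, another 180 s to score potentiation.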
RXFP1 antag = antagonists of human relaxin receptor RXFP1 | activity change, negative = inhibition, % at 57.5 µM | HEK293-RXFP1, relaxin-stimulated cAMP HTRF, 30 min; hits give low values | 0.59% of 350,000 active | AID 1259400;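 active means activity change of -60% or lower, but not beyond a set lower limit; inconclusive means change between -60% and -40%, or beyond the set limit; inactive means change above -40%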; further: on the % scale 0 is the no-effect control and ±100 the full control effect
D2 antag = antagonizes the human D2 dopamine receptor; P14416; HEK293 TREx D2 cells, calcium flux, dopamine EC80; inhibition, % at 10 µM; 2% of 340,000 active; in the data active means inhibition above about 30%; further: 0% is about no effect
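Compounds are added to dye-loaded, induced HEK293 T-REx cells coupled to calcium release via D2; after a 3 min kinetic read an EC80 dopamine stimulus is given and fluorescence is recorded for 3 more min.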
TRHR PAM = allosterically enhances the human TRH receptor; enhancement, % at 2 µM; 0.66% of 360,000 active; TRHR cells, fluo-8 calcium fluorescence, EC20 TRH enhancement; in the data active means enhancement above about 30%; further: 0% is about no effect
Target sequence (P34981 whole entry, looked up): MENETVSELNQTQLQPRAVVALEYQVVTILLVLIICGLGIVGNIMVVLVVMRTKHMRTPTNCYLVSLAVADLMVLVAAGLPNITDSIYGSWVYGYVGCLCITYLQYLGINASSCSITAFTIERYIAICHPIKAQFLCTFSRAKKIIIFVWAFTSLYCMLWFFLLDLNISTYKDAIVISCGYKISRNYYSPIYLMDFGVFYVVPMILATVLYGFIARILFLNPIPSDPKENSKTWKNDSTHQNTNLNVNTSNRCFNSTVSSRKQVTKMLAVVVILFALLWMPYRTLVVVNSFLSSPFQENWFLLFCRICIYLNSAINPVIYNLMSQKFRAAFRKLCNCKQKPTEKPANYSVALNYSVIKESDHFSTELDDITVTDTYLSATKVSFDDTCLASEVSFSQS
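Enhancer read-out: after compound pinning and an initial kinetic agonist-mode read, an EC20 of TRH (10 nM final) was injected and fluo-8 calcium signal (Ex 480/Em 530) followed at 1 s/cycle for 100 cycles in TRHR-expressing cells.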
TRHR agonist = agonists of human TRH receptor; 0.18% of 360,000 active; TRHR cells, calcium flux fluo-8, FDSS agonist mode; AID 493084; P34981; activation, % at 2 µM; further: 0% is about no effect
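Steps: seed TRHR cells overnight; add fluo-8 no-wash Ca dye, RT 30 min–1.5 h; record 10 s baseline; pin-transfer compounds; monitor fluorescence 1 cycle/s for the agonist window. Calcium increases flag candidate agonists.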
D1 ag = human D1 receptor agonism | HEK293 T-REx D1 cells, calcium flux, agonist mode | activation, % at 2 µM | 1% of 360,000 active; further: 0% is about no effect
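Inducible HEK293 T-REx D1 cells, force-coupled to calcium signalling, were plated at 4000 cells/well with tetracycline and held overnight at 30 C. After no-wash calcium dye loading, compound-evoked calcium rise over 180 s flagged agonists.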
Starred values were filed as active, the others as inactive; ? = inconclusive; · = not tested or not shown; & = joins results of further samples; ! = repeats disagree. Unless noted, no stated cut-off is given here; in the data, active means activation above about 30%; inactive means the rest.

SMILES | D2 agonist | D1 antagonist | D1 PAM | D2 potentiator | RXFP1 antag | D2 antag | TRHR PAM | TRHR agonist | D1 ag
CCc1nc2ccc(C(=O)Nc3cccc(C(C)=O)c3)cc2nc1CC | -0.9 | 6.9 | 5.3 | 6.3 | -8.1 | -5.9 | 1.2 | -1.1 | -0.2
CC(=O)c1cccc(NC(=O)N2CCCC2C(=O)Nc2c(C)cccc2C)c1 (stereo not drawn) | -0.4 | 0.5 | -6.7 | 2.2 | 15.7 | 4.5 | 10.0 | -1.1 | 4.7
CCN(CC)c1nc(Nc2ccc(Cl)cc2)nc(OCC#N)n1 | 1.1 | 1.8 | -3.3 | 4.5 | -9.1 | 9.0 | -7.3 | 0.3 | 1.6
Cc1nc(SCc2ccccc2F)c2cnn(-c3ccccc3)c2n1 | 2.8 | -6.2 | -6.8 | 13.9 | · | 4.3 | 0.7 | -0.1 | 1.5
CC(=O)Nc1c(C(=O)N2CCCCCC2)cnn1-c1ccccc1Cl | 0.3 | 13.0 | -3.3 | -1.2 | -2.3 | -2.5 | -0.4 | -0.4 | -1.4
COc1ccccc1N1CCN(CC(O)COc2c(OC)cccc2OC)CC1 (stereo not drawn) | 14.8 | -19.4 | -9.0 | -29.5 | -4.1 | 122.8* | -1.8 | -0.9 | 1.8
Cc1cc(C)cc(NC(=O)CSc2ncc(S(=O)(=O)c3ccccc3)c(=O)[nH]2)c1 | 0.0 | 13.9 | 3.8 | 13.6 | · | -2.9 | -8.1 | 0.2 | 1.3
COc1cc(-c2cc(OC)c3c(C)oc(C)c3c(=O)c2)ccc1OC(=O)c1ccc(C)cc1 | 1.6 | -15.0 | 0.1 | 22.3 | ? | · | 3.0 | 0.8 | 0.0
O=C(NCc1ccc(Cl)cc1)C1C2C=CC3(CN(Cc4cccnc4)C(=O)C13)O2 (stereo not drawn) | 0.2 | -6.2 | -7.2 | -2.9 | 4.5 | -2.6 | 17.9 | 0.0 | 2.5
COc1ccc(/C=C/C(=O)NCC2COc3ccccc3O2)c(OC)c1 (stereo not drawn) | 2.8 | -7.4 | -10.9 | -2.5 | -29.5 | 25.1 | -5.0 | 0.1 | 2.9
Cn1cnnc1SCCNS(=O)(=O)c1ccccc1 | -0.5 | · | 0.2 | 19.1 | 2.5 | -3.7 | -6.3 | 0.1 | 0.9
CN(C)c1ccc(/C=N/N=C/c2ccccc2O)cc1 | 0.1 | -14.0 | -4.5 | -8.6 | -0.8 | -6.4 | -2.4 | 0.3 | 7.5
C=CCSCC1Nc2cc(Cl)c(S(N)(=O)=O)cc2S(=O)(=O)N1 (stereo not drawn) | 2.2 | -21.5 | 0.7 | 3.2 | -11.8 | -17.6 | 2.1 | -0.3 | -0.9
CCCOC(=O)c1ccc(NS(=O)(=O)c2cccs2)cc1 | 1.0 | -2.3 | 2.7 | 0.4 | 0.4 | -10.9 | -1.7 | -1.8 | 4.2
O=C(COc1ccc(-c2nnco2)cc1)Nc1c(Cl)cccc1C(F)(F)F | -0.4 | -22.7 | -8.2 | -6.2 | 1.2 | 8.9 | -3.5 | 0.0 | 2.6
COc1cc(CNc2ccc(N3CCOCC3)cc2)ccc1OCC(=O)NC(C)(C)C | 1.9 | -21.4 | -11.1 | 1.3 | -4.2 | -23.1 | -3.0 | 0.6 | 3.0
CCOc1ccc2nc(NC(=O)Cn3c(C)csc3=O)sc2c1 | 1.5 | -2.6 | -3.9 | -1.8 | -8.5 | -8.4 | 2.3 | 0.7 | 5.4
Cc1ccccc1C(=O)N1CCN(c2ccc([N+](=O)[O-])c(NCc3cccnc3)c2)CC1 | 2.7 | -26.1 | -2.7 | 4.6 | 1.2 | -8.1 | -3.1 | -0.8 | 0.6
CC(Sc1ncccn1)C(=O)N1CCc2ccccc21 (stereo not drawn) | -0.2 | 2.9 | -2.1 | -7.5 | 7.5 | -28.7 | -1.9 | -0.2 | 0.7
COc1cccc(-c2ccc(NC(=O)C3CCCN(Cc4cnc(C)s4)C3)cc2)c1 (stereo not drawn) | 0.3 | 15.9 | -0.6 | 0.9 | -28.2 | -9.4 | -6.5 | 0.4 | 3.5
O=C(CCSc1ccccc1Cl)NNC(=O)c1ccncc1 | -0.2 | -13.3 | -8.0 | 4.6 | -2.3 | 13.5 | -5.0 | 0.0 | 0.3
Cc1nn(-c2ccc(N3CCCCC3)nn2)c(C)c1CCC(=O)Nc1ccccc1F | 0.1 | -14.3 | 0.8 | 5.1 | -8.8 | 23.9 | -1.5 | -0.4 | -0.5
CCOc1ccc(-c2cc(NC(=O)Nc3ccccc3Cl)c(C(=O)OC)s2)cc1 | · | -1.9 | -1.4 | 2.0 | -10.1 | · | 1.1 | 0.5 | 5.0
COC(=O)c1cccc(NC(=O)C2COc3ccccc3O2)c1C (stereo not drawn) | -0.5 | 12.9 | -6.3 | 2.0 | -6.2 | 2.3 | 8.7 | -0.6 | 3.2
CCCN(CC(=O)Nc1ccccc1C)C(=O)c1ccc(COc2ccccc2)cc1 | 3.0 | -41.7* | -0.9 | -6.0 | -12.0 | -6.2 | 3.3 | 0.0 | 11.0

A second format for 2 compounds above.
CCOc1ccc(-c2cc(NC(=O)Nc3ccccc3Cl)c(C(=O)OC)s2)cc1
  D2 agonist: ·	D1 antagonist: -1.9	D1 PAM: -1.4	D2 potentiator: 2.0	RXFP1 antag: -10.1	D2 antag: ·	TRHR PAM: 1.1	TRHR agonist: 0.5	D1 ag: 5.0

CN(C)c1ccc(/C=N/N=C/c2ccccc2O)cc1
  D2 agonist: 0.1	D1 antagonist: -14.0	D1 PAM: -4.5	D2 potentiator: -8.6	RXFP1 antag: -0.8	D2 antag: -6.4	TRHR PAM: -2.4	TRHR agonist: 0.3	D1 ag: 7.5

Next results:
SMILES | D2 agonist | D1 antagonist | D1 PAM | D2 potentiator | RXFP1 antag | D2 antag | TRHR PAM | TRHR agonist | D1 ag
CC(C)N(C(=O)CSc1nc2ccccc2n1Cc1ccccc1F)C(C)C | 2.9 | -2.9 | 7.4 | -3.8 | -9.9 | -3.9 | -15.2 | 0.7 | 1.4
O=C(CN1C(=O)CCC1=O)Nc1ccc(Br)cc1 | 1.1 | -0.5 | 0.3 | 15.5 | -7.2 | -12.5 | 4.7 | -0.8 | 2.9
CN(C)c1ccc(-c2nc3n(n2)C(c2cccnc2)C2=C(CC(C)(C)CC2=O)N3)cc1 (stereo not drawn) | 0.3 | -0.4 | -6.1 | 7.1 | 6.8 | -6.9 | 1.2 | -0.5 | 0.5
CC(CC(=O)N1CCN(c2ccccc2)CC1)S(=O)(=O)c1ccc2c(c1)NC(=O)CS2 (stereo not drawn) | 0.2 | -0.5 | -9.2 | -8.6 | -5.9 | 14.2 | -0.4 | -0.1 | 2.2
N/C(=N\OC(=O)CN1C(=O)c2ccccc2C1=O)c1ccc(Br)cc1 | · | 3.3 | 2.4 | 0.7 | -1.6 | 12.1 | 3.7 | -0.2 | 5.3
Cc1ccc(S(=O)(=O)Nc2nc3ccccc3nc2Nc2cccc(S(=O)(=O)N3CCCC3)c2)cc1 | 2.7 | -39.4* | -8.0 | -6.0 | 1.4 | -0.3 | -11.1 | 5.3 | 7.1
O=C(c1ccccc1)c1ccc(N2CCN(C(=O)c3cccc(F)c3F)CC2)c(F)c1 | 0.6 | -7.2 | 3.1 | 11.9 | -11.4 | 0.3 | -7.9 | 1.0 | 11.1
CC(=O)c1cccc(OC(=O)c2ccc3c(=O)n4c(nc3c2)CCC4)c1 | · | -8.1 | -1.0 | · | -19.2 | · | -3.6 | -0.2 | 6.4
O=C(CSc1ncn(-c2ccccc2)n1)N1CCc2ccccc21 | -1.0 | -4.0 | -4.3 | 1.1 | -2.4 | 7.1 | -4.3 | 11.0 | 0.3
CC(C)CNC(=O)C(=O)NCc1ccccc1 | · | 3.3 | -3.0 | · | 1.7 | · | -0.6 | -0.7 | 8.2
Cc1ccc(-n2c(NN)nc3ccccc3c2=O)c(C)c1 | -0.2 | -21.5 | 2.8 | 6.1 | -8.2 | 10.5 | -3.1 | -0.8 | 4.1
O=C(c1cccc(NS(=O)(=O)c2cccc(F)c2)c1)N1CCN(c2ccccc2)CC1 | · | -2.3 | -4.7 | · | -24.1 | · | 1.1 | -0.4 | -0.1
CC(=O)Nc1ccccc1C(=O)C(=O)Nc1ccc(Cl)cc1 | -0.5 | -19.0 | -6.0 | -4.0 | -11.8 | 6.1 | 2.0 | 0.0 | -0.9
Cc1ccc(-c2nn(CC(=O)Nc3cccnc3)c(=O)c3ccccc23)cc1 | -0.8 | 13.1 | 3.9 | 2.2 | -6.9 | -32.8 | 2.7 | 0.2 | -1.5
COCCNC(=O)C1c2ccccc2C(=O)N(CCOC)C1c1ccc(F)cc1 (stereo not drawn) | -0.6 | 16.2 | 1.8 | 1.4 | -4.1 | -3.0 | 18.6 | -0.4 | 2.2
CCOC(=O)c1ccc(NC(=O)c2nc(S(=O)(=O)Cc3ccccc3)ncc2Cl)cc1 | 1.5&13.8 | -45.2* | -7.7&-3.1 | -6.5&-5.4 | -61.8*! | 15.1 | -9.9&-12.9 | 0.2&-0.5 | 0.8&2.4
CC(=O)/C(=N\Nc1ccccc1Cl)Sc1cccc2cccnc12 | 0.7 | 4.0 | -2.1 | -0.6 | -3.5 | 4.4 | -5.0 | 0.6 | 5.1
COc1ccc(CNCCC(c2ccc(OC(C)C)cc2)c2ccccc2OC)cc1OC (stereo not drawn) | 2.9 | 40.5 | 8.8 | -11.5 | -24.2 | -11.2 | 0.8 | 7.2 | 16.4
Cc1ccc(CN2C(=O)C3(SCC(=O)N3c3ccc(C)c(C)c3)c3ccccc32)cc1 (stereo not drawn) | -0.4 | 1.4 | 2.4 | -2.9 | · | · | -5.9 | 0.0 | 4.3
CCOC(=O)c1nc(-c2ccccc2)oc1N1CCOCC1 | -0.2 | -4.2 | 0.9 | 12.7 | -6.9 | -11.7 | -4.5 | -0.6 | 0.3
CCOC(=O)c1cnc2ccc(C)cc2c1NCCc1ccc(OC)c(OC)c1 | -2.2 | 26.9 | -0.2 | · | ? | · | 2.7 | -1.6 | -1.5
CCc1noc(C)c1C(=O)OCC(=O)Nc1cccc(C)c1 | · | -13.5 | -2.4 | · | 4.2 | · | -1.4 | -0.1 | 2.4
CC(C)NS(=O)(=O)c1ccc(OCC(=O)NCc2ccco2)cc1 | 1.2 | -10.4 | 9.6 | -3.3 | 7.6 | -7.0 | 1.5 | 0.4 | 3.2
O=C(Nc1ccc(Cl)cc1)[C@@H]1[C@@H]2C(=O)N(c3cccc(F)c3)C(=O)[C@@H]2[C@H]2C=CC=NN21 | -0.9 | 18.1 | -2.0 | -5.4 | -16.8 | 10.7 | -5.7 | 0.4 | 7.8

Three entries picked at random from those above:
SMILES | D2 agonist | D1 antagonist | D1 PAM | D2 potentiator | RXFP1 antag | D2 antag | TRHR PAM | TRHR agonist | D1 ag
O=C(CCSc1ccccc1Cl)NNC(=O)c1ccncc1 | -0.2 | -13.3 | -8.0 | 4.6 | -2.3 | 13.5 | -5.0 | 0.0 | 0.3
Cc1ccc(CN2C(=O)C3(SCC(=O)N3c3ccc(C)c(C)c3)c3ccccc32)cc1 (stereo not drawn) | -0.4 | 1.4 | 2.4 | -2.9 | · | · | -5.9 | 0.0 | 4.3
COc1ccccc1N1CCN(CC(O)COc2c(OC)cccc2OC)CC1 (stereo not drawn) | 14.8 | -19.4 | -9.0 | -29.5 | -4.1 | 122.8* | -1.8 | -0.9 | 1.8

Bioassay records (PubChem BioAssay)
